PLK1 PBD inh – PLK1 (human) polo-box domain binding inhibition; P53350; Plk1 PBD binding of FITC phosphopeptide, fluorescence polarization; Potency, µM, for inactives: max response, negative = inhibition, hits mostly inhibitors; 2.8% of 360,000 active; AID 720504; further: potency means the concentration at half of the fitted maximal effect; series mostly up to about 57 µM; on the % scale 0 is the no-effect control and ±100 the full control effect; nearly all actives have a fitted effect of over 65% in size
Abeta yeast res – restores growth of yeast expressing A-beta42 peptide; yeast expressing A-beta42, growth rescue, OD600, 48 h; response scale: 0% DMSO, 100% iron-clioquinol control; Potency, µM (doses to about 46.1 µM), inactives show at the highest dose growth rescue, hits mostly activators; 0.063% of 410,000 active; AID 1347071; further: potency means the concentration at half of the fitted maximal effect; nearly all actives have a fitted effect of over 55% in size
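Yeast A-beta toxicity model in growth medium with pinned compounds, 48 h at 30 C; growth read as absorbance at 600 nm. Normalized to FeCl3/clioquinol equimolar mix (positive) and DMSO (negative).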
PI5P4K alpha inh – PI5P4K alpha (human) kinase inhibition; 1.2% of 330,000 active; P48426; PI5P4Kalpha enzyme, ADP-Glo luminescence, 60 min; stronger effect = lower value; max response, %; active means max response of -50% or lower; inconclusive means between -30% and -50%; inactive means -30% or higher; further: value at the top dose of about 77 µM; on the % scale 0 is the no-effect control and ±100 the full control effect
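Luminescence from ADP-Glo served as readout of PI5P4Kalpha activity in a qHTS format. Reaction: enzyme, substrate, compound, ATP at 5 microM final, 60 min at RT.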
EPAC1 ag – agonists of human EPAC1; O95398; EPAC1 agonist qHTS, biochemical assay; response scale: 100% = response to 6.5 mM cAMP; Potency, µM (doses to about 154 µM), without a hit: at the top dose activation, most hits filed as activators; 0.073% of 360,000 active; AID 720707; further: potency means the concentration at half of the fitted maximal effect; nearly all actives have a fitted effect of over 60% in size
Target sequence (O95398 whole entry, looked up): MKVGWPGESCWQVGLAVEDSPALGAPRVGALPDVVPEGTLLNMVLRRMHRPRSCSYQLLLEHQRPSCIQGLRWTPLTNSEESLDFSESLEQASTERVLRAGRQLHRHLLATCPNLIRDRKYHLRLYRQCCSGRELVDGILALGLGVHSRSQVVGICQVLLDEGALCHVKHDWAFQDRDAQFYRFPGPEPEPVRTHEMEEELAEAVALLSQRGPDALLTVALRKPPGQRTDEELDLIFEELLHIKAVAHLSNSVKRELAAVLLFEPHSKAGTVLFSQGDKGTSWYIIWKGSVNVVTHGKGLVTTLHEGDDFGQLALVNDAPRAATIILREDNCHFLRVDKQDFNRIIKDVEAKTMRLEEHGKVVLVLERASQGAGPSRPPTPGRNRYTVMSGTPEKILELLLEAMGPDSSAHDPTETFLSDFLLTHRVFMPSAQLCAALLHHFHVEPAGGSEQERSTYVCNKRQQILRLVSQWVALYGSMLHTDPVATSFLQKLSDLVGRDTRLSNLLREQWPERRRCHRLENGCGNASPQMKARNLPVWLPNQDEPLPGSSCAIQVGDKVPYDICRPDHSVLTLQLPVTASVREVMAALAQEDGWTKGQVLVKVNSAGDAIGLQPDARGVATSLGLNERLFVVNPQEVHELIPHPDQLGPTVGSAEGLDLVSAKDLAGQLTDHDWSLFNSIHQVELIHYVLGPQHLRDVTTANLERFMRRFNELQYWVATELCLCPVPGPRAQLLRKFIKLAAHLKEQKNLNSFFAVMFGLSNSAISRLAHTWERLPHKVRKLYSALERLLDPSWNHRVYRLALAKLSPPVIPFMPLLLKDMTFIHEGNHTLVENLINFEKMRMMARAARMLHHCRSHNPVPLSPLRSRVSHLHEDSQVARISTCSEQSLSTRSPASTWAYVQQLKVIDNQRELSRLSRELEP
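Fluorescent GDP-exchange assay: 100 nM EPAC1 with 250 nM Rap1B preloaded with BODIPY-GDP and 50 uM GDP; compounds tested as concentration series, 5 min at room temperature, then read every 5 min for 30 min (ex 480/em 540 nm); normalized to 6.5 mM cAMP.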
FUS yeast rescue – suppressors of FUS proteinopathy in yeast; 0.24% of 390,000 active; S. cerevisiae FUS-expressing, growth rescue, OD600, 24 h; AID 1347120; Potency, µM (doses to about 76.6 µM), for the others: at the top dose growth rescue (activation), most hits filed as activators;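 further: potency means the concentration at half of the fitted maximal effect; plate controls were DMSO vehicle for no effect and reference control for full effect; nearly all actives have a fitted effect of over 55% in size; some results filed as inactive show a strong effect at the top dose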
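Toxicity suppression screen in FUS-yeast. Cells induced with 2% galactose, starting OD 0.005, treated 24hr at 30C with compounds at multiple final concentrations; growth by OD600.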
WRN helicase inh – WRN helicase (human) inhibition; Potency, µM (series often up to 114 µM), without a hit: top-dose activity change, negative = inhibition, most hits filed as inhibitors; WRN helicase unwinding, fluorescent forked duplex, kinetic; 0.46% of 360,000 active; AID 651768; Q14191; further: potency means the concentration at half of the fitted maximal effect; on the % scale 0 is the no-effect control and ±100 the full control effect; nearly all actives have a fitted effect of over 55% in size
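Kinetic red-fluorescence monitoring (525/598 nm) tracks WRN helicase activity after 100 nM fluorophore-quencher forked duplex and 2 mM ATP are added to 20 nM enzyme pretreated 15 min at room temperature with compound.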
IL2 activator – IL-2 activation; 0.065% of 360,000 active; IL-2 activation reporter assay, cell-based qHTS; stimulated with anti-CD3/CD4/CD28 beads; in transgenic mouse T cells; activation, % (series mostly up to about 46 µM); in the data active means activation above about 50%; inconclusive means mostly about 30% to 49%; further: 0% is about no effect
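Quantitative HTS in unstimulated transgenic mouse T cells, with memory T cells as non-tolerant control and PMA/ionomycin as tolerance-bypass control. Compound pretreatment lasted 60 minutes before 18 h bead stimulation; EGFP/DsRed fluorescence read.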
EPAC1 antag – EPAC1 (human) antagonism. 0.14% of 360,000 active. Potency, µM (doses to about 115 µM), for the others: top-dose activity change, negative = inhibition, usual class: inhibitors. EPAC1 GEF assay, Rap1b-BODIPY-GDP exchange fluorescence. O95398;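 further: potency means the concentration at half of the fitted maximal effect; plate controls were vehicle for no effect and positive control for full effect; nearly all actives have a fitted effect of over 50% in size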
An asterisk follows results filed as active; ? = inconclusive; . = not tested or not shown; [ ] = remark or other dose. Unless noted, the call rests on the fitted dose curve; in most records, active means well fitted curve in the direction sought with a large enough effect; inconclusive means small, poorly fitted or top-dose-only effect, or another doubt; inactive means no such curve, though single readings can be large; an effect the other way counts as inactive or inconclusive.

Order of values – PLK1 PBD inh | Abeta yeast res | PI5P4K alpha inh | EPAC1 ag | FUS yeast rescue | WRN helicase inh | IL2 activator | EPAC1 antag
CCOC(=O)c1nn(-c2ccccc2)c(=O)cc1OCC(=O)Nc1ccccc1OCC
→ 1.4% | 3.1% | -5.8 | -1.0% | 14.3% | -10.9% | 2.0 | -6.4%
CC(C)C[C@H]1CNC(=O)C(=O)N1C[C@H]1CCCN1C[C@H](CC(C)C)N1C[C@H](Cc2ccccc2)N(CCc2ccccc2)C(=O)C1=O
→ -1.5% | -13.3% | -0.3 | -3.0% | 14.1% | 0.3% | -0.4 | -17.6%
O=C(CCn1ccnc1)Nc1cc(Cl)ccc1O
→ 7.5% | -20.6% | 4.6 | -2.7% | 10.5% | -24.8% | 0.7 | -12.7%
Cc1cc(C)c2nc(NC(=O)c3ccc4c(=O)n5c(nc4c3)CCCCC5)sc2c1
→ -8.2% | -8.2% | 0.6 | -7.4% | -23.5% | 8.6% | -1.1 | -3.1%
Cc1cc(NS(=O)(=O)c2ccc(NC(=O)/C=C/c3ccc(C)o3)cc2)nc(C)n1
→ 8.44µM* | -21.2% | ? | -9.0% | 14.0% | -15.9%[11.6 µM] | -1.2 | -21.0%
Cc1ccc(NC(=O)CSc2nnc(Cc3cccn3C)n2-c2ccc(F)cc2)c(C)c1
→ 0.0% | 11.2% | -0.4 | 0.0% | 26.8% | 7.0% | -1.7 | -8.1%
CC(=O)c1ccc(NC(=O)C2CCCC2)cc1
→ -5.6% | ? | 1.1 | 11.1% | -23.7% | -4.1% | 0.5 | 6.5%
O=C1CC(N2CCN(Cc3ccccc3)CC2)C(=O)N1 (centres undefined)
→ -9.8% | -5.8% | -4.2 | 8.9% | -35.7% | 9.6% | 2.6 | 4.4%
CN(Cc1ccccc1)C(=O)CNC(=O)Cn1cnc2ccccc2c1=O
→ -3.0% | 0.3% | -4.5 | -3.0% | -7.2% | 3.9% | -0.4 | -13.5%
CCn1c(SCC(=O)N2c3ccccc3Sc3ccccc32)nnc1-c1ccco1
→ -6.2% | -1.1% | . | 11.3% | 27.8% | -17.0% | 1.0 | 3.0%
CC(=O)Nc1ccc(C(=O)N2CCCCC2c2cc(C(=O)Nc3ccccc3Cl)no2)cc1 (centres undefined)
→ 1.9% | 5.8% | -5.1 | 6.3% | ? | -4.7% | 1.5 | -6.5%
Cc1ccc(NC(=O)/C(=C\c2cccnc2)NC(=O)c2ccccc2)cc1
→ 2.1% | 19.8% | -5.6 | 0.8% | 9.5% | -19.6% | 0.1 | -4.6%
Cc1ccccc1Cn1nnc(-c2ccc(F)cc2)n1
→ 1.0% | 4.8% | 13.3 | 4.9% | -2.1% | -13.7% | -0.9 | -20.8%
COc1ccccc1OCc1nc2ccccc2[nH]1
→ 1.0% | 8.0% | -1.1 | -1.3% | 7.4% | 9.6% | -0.8 | 10.9%
COC(=O)c1ccc(NC(=S)N2CCN(Cc3ccccc3)CC2)cc1
→ -9.5% | -8.9% | -2.9 | 13.1% | 19.9% | 2.9% | -2.1 | 3.7%
CC(C)OCCCNC(=O)CCC(=O)NNc1nc2ccccc2c2nc(-c3ccccc3)nn12
→ -7.0% | 0.7% | 7.9 | -19.0% | . | -20.6% | -5.0 | -13.8%
CC(C)OCCCNC(=O)c1ccc2c(c1)ncn2C1CCCC1
→ -10.9% | -12.7% | 3.1 | 1.7% | -10.5% | 6.9% | -0.1 | 1.7%
O=C(Nc1ccccc1)N1CCCN(c2ccc(C(F)(F)F)cn2)CC1
→ 4.1% | 10.9% | 1.7 | 0.1% | -16.2% | 2.5% | -0.3 | -19.6%
O=C(CCn1c(=O)sc2ccccc21)NCCN1CCOCC1
→ -1.4% | -8.2% | 3.4 | 5.0% | -21.6% | -5.9% | -0.8 | 10.4%

Sorted by number of heavy atoms (high to low): some entries from above
Order of values – PLK1 PBD inh | Abeta yeast res | PI5P4K alpha inh | EPAC1 ag | FUS yeast rescue | WRN helicase inh | IL2 activator | EPAC1 antag
CC(C)OCCCNC(=O)CCC(=O)NNc1nc2ccccc2c2nc(-c3ccccc3)nn12
→ -7.0% | 0.7% | 7.9 | -19.0% | . | -20.6% | -5.0 | -13.8%
CCOC(=O)c1nn(-c2ccccc2)c(=O)cc1OCC(=O)Nc1ccccc1OCC
→ 1.4% | 3.1% | -5.8 | -1.0% | 14.3% | -10.9% | 2.0 | -6.4%
CCn1c(SCC(=O)N2c3ccccc3Sc3ccccc32)nnc1-c1ccco1
→ -6.2% | -1.1% | . | 11.3% | 27.8% | -17.0% | 1.0 | 3.0%
Cc1cc(NS(=O)(=O)c2ccc(NC(=O)/C=C/c3ccc(C)o3)cc2)nc(C)n1
→ 8.44µM* | -21.2% | ? | -9.0% | 14.0% | -15.9%[11.6 µM] | -1.2 | -21.0%
Cc1ccc(NC(=O)/C(=C\c2cccnc2)NC(=O)c2ccccc2)cc1
→ 2.1% | 19.8% | -5.6 | 0.8% | 9.5% | -19.6% | 0.1 | -4.6%
CC(C)OCCCNC(=O)c1ccc2c(c1)ncn2C1CCCC1
→ -10.9% | -12.7% | 3.1 | 1.7% | -10.5% | 6.9% | -0.1 | 1.7%
O=C(CCn1c(=O)sc2ccccc21)NCCN1CCOCC1
→ -1.4% | -8.2% | 3.4 | 5.0% | -21.6% | -5.9% | -0.8 | 10.4%
Cc1ccccc1Cn1nnc(-c2ccc(F)cc2)n1
→ 1.0% | 4.8% | 13.3 | 4.9% | -2.1% | -13.7% | -0.9 | -20.8%
COc1ccccc1OCc1nc2ccccc2[nH]1
→ 1.0% | 8.0% | -1.1 | -1.3% | 7.4% | 9.6% | -0.8 | 10.9%
O=C(CCn1ccnc1)Nc1cc(Cl)ccc1O
→ 7.5% | -20.6% | 4.6 | -2.7% | 10.5% | -24.8% | 0.7 | -12.7%

In the list so far, 2 have a furan ring, fused or not:
Order of values – PLK1 PBD inh | Abeta yeast res | PI5P4K alpha inh | EPAC1 ag | FUS yeast rescue | WRN helicase inh | IL2 activator | EPAC1 antag
Cc1cc(NS(=O)(=O)c2ccc(NC(=O)/C=C/c3ccc(C)o3)cc2)nc(C)n1
→ 8.44µM* | -21.2% | ? | -9.0% | 14.0% | -15.9%[11.6 µM] | -1.2 | -21.0%
CCn1c(SCC(=O)N2c3ccccc3Sc3ccccc32)nnc1-c1ccco1
→ -6.2% | -1.1% | . | 11.3% | 27.8% | -17.0% | 1.0 | 3.0%

Compound activity from PubChem.

No enrichment for hits; 4.1% or so of the library scored in one or more.
